EphB4 ephrin blk: antagonists of human EphB4-ephrin-B2 interaction. P54760. EphB4 LBD / TNYL-RAW-Alexa532 peptide, fluorescence polarization. inhibition, % at 7 µM. 97,000 tested, 0.15% active. AID 720;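 active = inhibition above the screen-wide mean inhibition plus 3 SD, cut at about 15% in these data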;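 note: 0% = DMSO wells and 100% = excess unlabeled TNYL-RAW peptide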
S1P2 ag: agonists of human S1P2 receptor; S1P2-expressing cell line, agonist reporter read-out; 97,000 tested, 0.46% active; O95136; activation, % at 4.5 µM; in the data active = activation above about 16%;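 note: 0% = vehicle low control and 100% = maximal reference agonist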
S1P2 antag: antagonists of human S1P2 receptor. O95136. cell-based S1P2 antagonist assay, inhibition at 5 uM. inhibition, % at 5 µM. 97,000 tested, 0.21% active; in the data active = inhibition above about 45%;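 note: CRE beta-lactamase reporter cells expressing human S1P2 stimulated with S1P; 0% = agonist at EC80 alone and 100% = agonist plus reference antagonist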
LYP inh 2: inhibitors of human LYP (PTPN22) phosphatase; 96,000 tested, 0.21% active; inhibition, % at 2 µM; AID 640; recombinant LYP catalytic domain, DiFMUP fluorescence; Q9Y2R2;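 active = inhibition at 2 µM at or above a set limit, the screen mean plus 3 SD, cut at about 24% in these data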;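 note: 0% = DMSO with enzyme and 100% = enzyme fully blocked by orthovanadate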
PostGolgi ctrl: yeast control strain growth, post-Golgi counter-screen; efflux-deficient yeast background strain, growth absorbance A615, 16 h; inhibition, % at 10 µM; 98,000 tested, 5% active; AID 738
FAK inh: inhibitors of human focal adhesion kinase; 97,000 tested, 0.84% active; biochemical FAK kinase activity assay; inhibition, %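 (tested at 7 µM)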; AID 727; Q05397; in the data active = inhibition above about 19%;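 note: 0% = DMSO and 100% = reference compound high control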
Target sequence (Q05397 whole entry, looked up): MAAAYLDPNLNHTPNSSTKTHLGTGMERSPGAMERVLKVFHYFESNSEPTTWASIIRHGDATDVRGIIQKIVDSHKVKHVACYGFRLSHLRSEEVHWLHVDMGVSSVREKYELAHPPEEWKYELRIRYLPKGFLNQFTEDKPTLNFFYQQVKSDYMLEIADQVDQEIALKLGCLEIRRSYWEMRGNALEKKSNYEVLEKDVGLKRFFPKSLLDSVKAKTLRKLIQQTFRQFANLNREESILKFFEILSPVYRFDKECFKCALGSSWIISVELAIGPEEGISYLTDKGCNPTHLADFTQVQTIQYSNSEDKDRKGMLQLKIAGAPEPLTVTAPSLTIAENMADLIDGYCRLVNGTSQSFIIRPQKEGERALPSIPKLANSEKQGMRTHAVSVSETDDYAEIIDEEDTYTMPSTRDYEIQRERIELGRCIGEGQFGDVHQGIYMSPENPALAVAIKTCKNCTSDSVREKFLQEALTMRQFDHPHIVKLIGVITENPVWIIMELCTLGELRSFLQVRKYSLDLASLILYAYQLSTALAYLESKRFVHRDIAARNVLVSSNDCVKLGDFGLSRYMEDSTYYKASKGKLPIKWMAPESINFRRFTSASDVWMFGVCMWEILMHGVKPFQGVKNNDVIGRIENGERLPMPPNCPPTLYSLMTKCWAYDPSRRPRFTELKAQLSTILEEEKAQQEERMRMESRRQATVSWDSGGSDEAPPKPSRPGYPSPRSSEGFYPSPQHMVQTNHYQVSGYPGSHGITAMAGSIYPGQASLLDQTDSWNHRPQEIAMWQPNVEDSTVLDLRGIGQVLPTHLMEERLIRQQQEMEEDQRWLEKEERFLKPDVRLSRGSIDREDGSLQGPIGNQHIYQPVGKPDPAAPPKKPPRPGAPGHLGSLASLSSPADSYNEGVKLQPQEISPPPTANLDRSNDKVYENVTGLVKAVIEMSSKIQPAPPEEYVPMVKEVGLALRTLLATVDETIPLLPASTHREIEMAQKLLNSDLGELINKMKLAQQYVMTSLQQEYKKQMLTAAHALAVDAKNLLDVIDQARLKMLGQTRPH
PostGolgi yeast: growth inhibition of a yeast mutant, post-Golgi transport screen; post-Golgi transport phenotypic cell assay; inhibition, % at 10 µM; 98,000 tested, 0.9% active; AID 739;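 note: yeast cells grown in 1536-well plates; yeast grown about 18 h at 30C before absorbance read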
HIV Rev-RRE inh: HIV Rev-RRE protein-RNA interaction inhibition. P05866. Rev peptide-RRE RNA binding, FRET. inhibition, % at 8 µM. 97,000 tested, 0.79% active;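 active = inhibition above the screen-wide mean plus 3 SD, cut at about 35% in these data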;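 note: 0% = median DMSO wells and 100% = median Neomycin B control wells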
Target sequence (P05866 whole entry, looked up): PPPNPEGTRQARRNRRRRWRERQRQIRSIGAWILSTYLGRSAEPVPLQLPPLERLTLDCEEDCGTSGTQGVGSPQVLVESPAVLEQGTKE
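assay system = Cy5-tagged RRE RNA duplex with fluorescein-tagged Rev peptide | incubation = 5 + 15 min at 25 °C | also added = labelled Rev peptide | measure = % inhibition of FRET ratio versus controls | benchmarks = DMSO wells as 0% and neomycin B wells as 100% inhibition | measured by = FRET fluorescence readout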
PTPN22 act: activators of human LYP (PTPN22) phosphatase; Q9Y2R2; recombinant LYP, DiFMUP fluorescence; 0 = plate median, 100 = signal doubled; activation, % at 2 µM; 96,000 tested, 0.11% active; AID 697;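 active = activation at 2 µM above a set limit, the mean plus 5 SD, cut at about 37% in these data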
* marks the source's active call; other numbers are inactive results; . = not tested or not shown; [ ] = dose if it differs, or a comment. Cut-off read from the data, not from the text of the source, unless noted: active = inhibition above about 30%; inactive = the rest. Hits appear at their usual frequency. Share with any hit: about 7%.

molecule | HIV Rev-RRE inh | PTPN22 act | EphB4 ephrin blk | S1P2 ag | FAK inh | S1P2 antag | PostGolgi yeast | PostGolgi ctrl | LYP inh 2
Cc1cccc(C(=O)Nc2ncc(CN3CCOCC3)s2)c1 | 0 | -10 | -6 | -6 | 2 | -7 | -6 | -1 | 11
O=C(NNc1ccc([N+](=O)[O-])cc1)C12CC3CC(CC(C3)C1)C2 | -2 | -9 | 5 | 0 | -4 | -13 | -6 | 13 | 14
Cc1ccc(N2CCN(c3ccc(C)cc3)C2c2ccncc2)cc1 | -3 | 2 | 3 | -3 | 10 | 11 | 8 | 17 | -3
Cc1ccc(C(=O)ON=C2CCN(S(=O)(=O)c3ccccc3)CC2)cc1 | 11 | 0 | 4 | -6 | 1 | 10 | 12 | 10 | 2
CCCN(CC(=O)c1cc(C)n(C)c1C)S(=O)(=O)c1cccc(C(F)(F)F)c1 | -2 | 6 | 1 | -7 | -12 | 14 | 12 | -7 | -5
Cc1cc(C)nc(-n2nc(C)cc2NC(=O)COC(=O)CCC(=O)c2cccs2)n1 | -1 | 10 | -1 | -6 | 0 | -21 | 1 | 4 | -9
Cc1ccc(S(=O)(=O)N[C@H](C(=O)OCn2nnc3ccccc3c2=O)C(C)C)cc1 | 7 | 0 | 4 | -3 | 2 | -8 | 3 | 35* | -3
C=CCc1ccc(OCCCOc2ccc(C)c(C)c2)c(OC)c1 | 10 | 9 | -2 | 2 | -1 | 4 | 0 | 2 | -10
CC(=O)N1c2ccccc2C(=O)OC1c1cccnc1 (stereo not drawn) | 4 | 0 | -10 | -6 | 1 | -17 | 3 | -1 | -1
CCOC(=O)N1CCC(NC(=O)C(Cc2ccccc2)NC(=O)C2CCCCC2)CC1 (stereo not drawn) | 4 | 4 | -4 | -5 | 1 | 2 | 7 | 2 | -6
COc1ccccc1-c1nc(C(F)(F)F)c(OC)o1 | 3 | 8 | 10 | -2 | 1 | 6 | -6 | 0 | -10
CCCCNC(=O)c1c[nH]c2ccc(S(=O)(=O)Nc3ccc(OCC)cc3)cc2c1=O | 11 | -1 | -8 | -7 | 4 | 4 | -11 | 3 | -2
O=C(CN1CCN(c2ccccn2)CC1)Nc1cc(C(F)(F)F)ccc1Cl | 8 | 0 | 2 | -5 | 1 | -14 | 1 | 13 | 0
COCCCn1c(SCc2ccc(OC)cc2)nc2cc(OC)c(OC)cc2c1=N | 6 | -1 | -1 | 4 | -1 | -9 | 20 | 5 | 4
COc1ccc(C2C3=C(CC(C)(C)CC3=O)Nc3c2c(=O)[nH]c(=O)n3Cc2ccccc2)cc1OC (stereo not drawn) | 26 | 2 | -5 | -4 | -1 | 3 | -7 | 11 | -6
N#CC1=C(N)Oc2n[nH]c(-c3cccs3)c2C1c1ccsc1 (stereo not drawn) | 7 | -2 | 8 | -2 | 2 | 10 | 8 | 8 | 2
N#CC1=C(N)SC2(CCCCC2)SC1c1ccccc1 (stereo not drawn) | 0 | 8 | -1 | -5 | -1 | -8 | -16 | -2 | -8
Cc1nnc(Sc2c(N)n(C)c(=O)n(C)c2=O)s1 | 7 | 0 | -1 | 0 | 3 | -31 | -8 | 1 | -2
CC(C)C1CC(=O)NC(SCC(=O)Nc2ccc(Br)cc2)=C1C#N (stereo not drawn) | 2 | -8 | 5 | -4 | 0 | 20 | -9 | -1 | 6
CCN(CC)c1ccc2cc(-c3nnc(-c4ccncc4)o3)c(=O)oc2c1 | 143*[fluorescence artefact?] | 6 | 5 | -1 | 0 | -4 | -1 | 51* | -10
Cc1ccc(-c2nnn(CC(=O)N(CC3CCCO3)C(C(=O)NCC3CCCO3)c3ccc(F)cc3)n2)o1 (stereo not drawn) | 6 | -1 | 6 | -6 | -2 | -12 | . | . | 0
Cc1cc(Oc2cnn(C(C)(C)C)c(=O)c2Cl)cc(C(C)C)c1 | 7 | -4 | 8 | 1 | -1 | 3 | . | . | 6
CCOC(=O)C(C)On1c(-c2ccc(Cl)cc2)nc2ccc([N+](=O)[O-])cc21 (stereo not drawn) | 14 | 6 | 6 | -7 | 8 | -4 | 13 | 21 | -5
COc1ccc(N2Cc3cccc(C(=O)O)c3C2=O)cc1 | -13 | -3 | -1 | -3 | 9 | 5 | -5 | 4 | 3
COc1ccc(C2=Nc3ccccc3OC2)cc1 | 4 | -1 | -2 | -2 | 0 | 11 | 16 | 5 | 2
O=C(Cc1ccccc1)NCCc1cccc(Cl)c1 | -4 | -4 | -1 | -2 | -4 | 4 | 27 | 28 | 6
Cc1nc2cc(Nc3nnc(-c4ccccc4)c4ccccc34)ccc2n1C | 11 | -13 | 2 | -7 | 5 | 21 | -4 | -2 | 16
Cc1ccc2nc(Nc3nc(-c4ccccc4)cc(=O)[nH]3)nc(C)c2c1 | -2 | 5 | -9 | -5 | 12 | 12 | 3 | 12 | 0
COc1cccc(-c2nnc(SCCC(=O)O)n2C)c1 | 1 | 2 | 5 | -6 | 9 | 10 | -5 | -4 | -1
CCCCCNC(=O)CSC1=N/C(=C\c2ccc(Cl)c(Cl)c2)C(=O)N1CC | 6 | -5 | 5 | -2 | -1 | -9 | 10 | -3 | 3

Continued, overlapping the part above by 2 compounds.
molecule | HIV Rev-RRE inh | PTPN22 act | EphB4 ephrin blk | S1P2 ag | FAK inh | S1P2 antag | PostGolgi yeast | PostGolgi ctrl | LYP inh 2
COc1cccc(-c2nnc(SCCC(=O)O)n2C)c1 | 1 | 2 | 5 | -6 | 9 | 10 | -5 | -4 | -1
CCCCCNC(=O)CSC1=N/C(=C\c2ccc(Cl)c(Cl)c2)C(=O)N1CC | 6 | -5 | 5 | -2 | -1 | -9 | 10 | -3 | 3
COc1ccc(-c2csc(Nc3cccnc3)n2)cc1 | -1 | -2 | -3 | 1 | 3 | -6 | 11 | 5 | 2
CCOC(=O)c1oc2cc(C)cc(O)c2c(=O)c1-c1csc(C)n1 | 5 | 13 | 0 | -4 | 1 | -5 | 4 | 3 | -11
O=C(CSc1ccc(Cl)cc1Cl)N1CCC(c2nc3ccccc3s2)CC1 | -1 | -6 | -3 | -5 | -3 | -33 | 0 | 38* | 4
COc1ccccc1OCCc1nnc(N)s1 | 8 | 3 | 4 | -5 | -3 | -1 | -3 | 4 | -4
NC(=O)c1cc(-c2ccccc2)nc(N2CCCCCC2)n1 | 11 | 3 | -4 | -4 | -5 | -15 | 18 | 37* | -7
COc1ccc(/C=N/NC(=O)c2nn(-c3ccccc3)c(=O)c3c(N)scc23)cc1 | -2 | 13 | -1 | -3 | 1 | -5 | -7 | -2 | -8
O=S(=O)(Nc1nc2ccccc2[nH]1)c1ccccc1 | 5 | 2 | 4 | -8 | 9 | 22 | -3 | -3 | -5
COc1ccc(Oc2c(Cl)cnn(-c3ccc(C)cc3)c2=O)cc1 | 3 | -6 | -7 | -4 | 4 | 2 | -5 | 0 | 9
CCC(Oc1cc(Cl)ccc1Cl)C(=O)NN1C(=O)C2C3CCC(C3=C(C)C)C2C1=O (stereo not drawn) | 22 | 0 | 9 | -2 | 1 | 12 | -1 | 18 | 0
O=C(NC1CCCCC1)N1CCCC(c2nc(-c3cccs3)no2)C1 (stereo not drawn) | 1 | -4 | -5 | -7 | -2 | -3 | -7 | 14 | 6
CCOC(=O)c1c(-c2ccccc2Cl)cn2ccccc12 | -4 | 4 | -5 | -5 | -2 | -11 | -3 | 22 | 0
COc1ccc2c(c1)C(=O)/C(=C/C=C/c1ccccc1)CC2 | 11 | -5 | 4 | -6 | -1 | 2 | . | . | 6
Cc1cccc(C)c1NC(=O)CCCSc1nnc(-c2ccco2)o1 | 8 | -7 | -4 | -4 | -1 | -5 | -1 | 6 | 6
Cc1ccc(S(=O)(=O)CC(N)=O)cc1 | 6 | 1 | -2 | -6 | 3 | 5 | 22 | 10 | 0
Cc1cc(C)cc(NC(=O)C2(c3ccccc3)CC2(Cl)Cl)c1 (stereo not drawn) | 17 | -4 | -2 | -2 | 0 | 3 | 11 | 28 | 4

The list goes on; it opens with the 6 that closed the last part.
molecule | HIV Rev-RRE inh | PTPN22 act | EphB4 ephrin blk | S1P2 ag | FAK inh | S1P2 antag | PostGolgi yeast | PostGolgi ctrl | LYP inh 2
O=C(NC1CCCCC1)N1CCCC(c2nc(-c3cccs3)no2)C1 (stereo not drawn) | 1 | -4 | -5 | -7 | -2 | -3 | -7 | 14 | 6
CCOC(=O)c1c(-c2ccccc2Cl)cn2ccccc12 | -4 | 4 | -5 | -5 | -2 | -11 | -3 | 22 | 0
COc1ccc2c(c1)C(=O)/C(=C/C=C/c1ccccc1)CC2 | 11 | -5 | 4 | -6 | -1 | 2 | . | . | 6
Cc1cccc(C)c1NC(=O)CCCSc1nnc(-c2ccco2)o1 | 8 | -7 | -4 | -4 | -1 | -5 | -1 | 6 | 6
Cc1ccc(S(=O)(=O)CC(N)=O)cc1 | 6 | 1 | -2 | -6 | 3 | 5 | 22 | 10 | 0
Cc1cc(C)cc(NC(=O)C2(c3ccccc3)CC2(Cl)Cl)c1 (stereo not drawn) | 17 | -4 | -2 | -2 | 0 | 3 | 11 | 28 | 4
CCOC(=O)c1cc(-c2ccccc2)sc1NC(=S)Nc1cc(C)ccn1 | 7 | -5 | 4 | -3 | 0 | 10 | -5 | 13 | 8
COC(=O)c1sc(S(=O)(=O)N2CCC(C)CC2)c(C(=O)OC)c1C | 10 | 0 | -5 | -3 | -1 | 0 | -2 | 22 | -2
C/C(=N\NC(=O)CSCc1ccc(Cl)cc1)c1ccc(NC(=O)c2ccccc2)cc1 | 3 | -4 | 5 | 0 | 3 | -20 | -2 | 1 | 3
C#CCSc1nc(-c2ccccc2)cc(C(F)(F)F)c1C#N | 6 | 3 | 0 | -2 | -5 | -4 | 3 | 0 | 1
CCOc1ccc(-c2nn[nH]n2)cc1OCC | 10 | -3 | 1 | -3 | 0 | -9 | . | . | 2
CCOC(=O)N1CCN(c2c(NCCc3ccc(OCC)c(OCC)c3)c(=O)c2=O)CC1 | 8 | 3 | 2 | -6 | -3 | -12 | -1 | 6 | -3
Cc1ccc(NC(=O)CSc2nc3ccccc3c3nc(CCc4c(C)n[nH]c4C)nn23)cc1F | 1 | -1 | 0 | -4 | 21* | 11 | 1 | 5 | 0
Cc1cccc2cc(C(c3nnnn3C3CCCC3)N3CCOCC3)c(=O)[nH]c12 (stereo not drawn) | 9 | 3 | -2 | -4 | 7 | 1 | 0 | 1 | -4
Cc1ccc(/C=N/n2c(C)nnc2C)cc1 | 11 | -2 | 5 | -7 | -1 | 18 | 11 | 7 | 0
COc1ccc(NC(=O)c2c(C)oc3c2CCCC3)cc1 | 3 | 0 | 7 | -6 | 6 | 25 | -12 | 14 | -2
CC(CNC(=O)c1cc(Cl)ccc1[N+](=O)[O-])NC(=O)c1cc(Cl)ccc1[N+](=O)[O-] (stereo not drawn) | 2 | -8 | -3 | -8 | 8 | 8 | 5 | 8 | 12
CCCc1nnc(SCC(=O)N2CCOCC2)n1C | 9 | -6 | 6 | -6 | -2 | 0 | . | . | 8
NC(=O)CSc1nc2sc(-c3ccccc3)cc2c(=O)n1N | -2 | -11 | -9 | -8 | 12 | 0 | 17 | 5 | 13
COc1cc(/C=N/NC(=O)COc2ccc(Cl)cc2)ccc1OS(=O)(=O)c1ccc(C)cc1 | 8 | 8 | -2 | -4 | 0 | -3 | 1 | 17 | -4
C=CCn1c2ccccc2c2nnc(SCc3ccc4nonc4c3)nc21 | 10 | 18 | 0 | -5 | -1 | 21 | -1 | 6 | -20
O=[N+]([O-])c1cc(S(=O)(=O)Nc2cccc(C(F)(F)F)c2)ccc1-n1nnc2ccccc21 | 23 | 6 | 6 | -7 | -1 | -10 | -4 | 11 | -8
COC(=O)Nc1ccc(NC(C)=O)cc1 | 14 | -2 | 4 | -9 | -7 | 12 | -11 | -5 | 4
Cc1ccccc1C(=O)NNc1ccc([N+](=O)[O-])cc1 | 5 | -4 | 2 | -1 | 0 | 5 | 6 | 4 | 7
Cc1ccc(C(=O)c2ccc([N+](=O)[O-])cc2)c(C)c1 | 4 | 6 | 5 | -5 | 2 | -2 | 5 | 2 | -2

Screening data (PubChem BioAssay)
